# APJ ag – agonists of human APJ apelin receptor. P35414. CHO-K1 APJ PathHunter beta-arrestin, luminescence; 0% DMSO wells, 100% apelin. activation, % at 20 µM. hit rate 0.11% among 330,000;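 active = activation more than six SD over the plate average, tested at 20 µM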;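 note: 0% = DMSO alone and 100% = apelin-13 at 10 nM; some results filed as inactive read as strong as hits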
# Target sequence (P35414 whole entry, looked up): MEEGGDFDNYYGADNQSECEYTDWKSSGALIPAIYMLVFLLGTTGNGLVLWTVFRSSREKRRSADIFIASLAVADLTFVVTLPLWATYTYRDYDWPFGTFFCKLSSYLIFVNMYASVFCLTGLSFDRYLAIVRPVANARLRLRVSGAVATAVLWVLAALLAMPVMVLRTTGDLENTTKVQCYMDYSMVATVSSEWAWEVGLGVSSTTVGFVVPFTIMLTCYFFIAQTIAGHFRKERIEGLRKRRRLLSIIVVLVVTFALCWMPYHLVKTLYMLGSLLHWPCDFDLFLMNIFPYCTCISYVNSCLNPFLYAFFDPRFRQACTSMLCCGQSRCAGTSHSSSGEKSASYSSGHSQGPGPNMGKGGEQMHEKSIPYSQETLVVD
#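 Test system – PathHunter CHO-K1 APJ (AGTRL-1) beta-arrestin reporter cells · Input – 1000 cells/well · Compound – single test compound dose, 20 µM final, 1% DMSO · Times – compound stimulation 90 min at 25 °C, detection 60 min · Technique – beta-gal luminescence · Read-out basis – APJ–arrestin association signal · Control set – negative DMSO alone, positive Apelin-13 at 10 nM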
# XBP1 UPR activ – activators of adaptive arm of unfolded protein response (XBP1); CHO-XBP1 luciferase reporter, IRE1-XBP1 UPR activation, luminescence; percent of tunicamycin response, DMSO as zero; hit rate 0.33% among 330,000; activation, % at 20 µM;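 active = versus positive control, 20 µM dose yields 30% or more activation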;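 note: 100% = tunicamycin at 10 µg/mL and 0% = DMSO only wells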
#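 Material: CHO cell line with stable XBP1 luciferase reporter; buffer or medium: F12 medium containing 10% fetal bovine serum; compound: single point, 20 µM final compound, 1% DMSO; incubation: 6 h treatment, 37 °C; measured by: glow luminescence from Steady-Glo reagent; evaluation: activation, % of tunicamycin; control set: tunicamycin high, DMSO low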
# Jurkat NFkB inh – inhibitors of the PMA/ionomycin-induced NF-kB reporter in Jurkat cells; PMA/ionomycin-induced NF-kB luciferase reporter, luminescence; hit rate 0.53% among 330,000; inhibition, % at 4 µM; in the data active = inhibition above about 50%
# APJ antag – antagonists of human APJ apelin receptor. CHO-K1 APJ beta-arrestin complementation, luminescence. inhibition, % at 20 µM. P35414. hit rate 0.32% among 330,000;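 active = inhibition above about 40% at 20 µM, limit read from the data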;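 note: cells challenged with 10 nM apelin-13 agonist together with compound; plate controls were apelin-13 plus DMSO wells for no effect and DMSO wells lacking apelin-13 for full effect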
# 697 NFkB inh – lowers PMA/ionomycin-induced NF-kB signal in 697 B cells | inhibition, % at 4 µM | hit rate 0.33% among 330,000 | 697 B-cell NF-kB luciferase reporter, 16 h | AID 435022; in the data active = inhibition above about 35%
# Mdm2 MdmX PPI – inhibitors of human Mdm2/MdmX interaction; hit rate 3% among 330,000; SaOS-2 split-luciferase Mdm2/MdmX complementation, luminescence; inhibition, % at 8 µM; O15151+Q00987;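 active = inhibition of at least 50% at 8 µM in the primary screen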
# tim23-1 inh – inhibits growth of tim23-1 mutant yeast | S. cerevisiae tim23-1 growth, BacTiter-Glo luminescence, 24 h | inhibition, % at 20 µM | hit rate 1.3% among 330,000;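 active = growth inhibition of the mutant yeast at or above 50%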;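 note: temperature-sensitive mutant grown at 25 °C; plate controls were DMSO-treated mutant yeast for no effect and medium wells lacking yeast for full effect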
# UPR CHOP act – apoptotic UPR (CHOP) activation | CHO-CHOP luciferase reporter, luminescence; percent of tunicamycin response over DMSO baseline | activation, % at 10 µM | hit rate 0.34% among 330,000 | AID 449763;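 active = at 10 µM dose, activation of 40% or more, normalized to positive control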;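 note: 100% = tunicamycin at 10 µg/mL and 0% = DMSO alone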
#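 Evaluation: % reporter activation, DMSO baseline versus tunicamycin full activation; System: CHO-CHOP luciferase reporter cell line; Input: 500 cells/well; Incubation: 6 h compound treatment, 37 °C; Measured by: Steady-Glo luciferase luminescence; Dosing: one dose, 10 µM in 0.5% DMSO; Buffer or medium: F12 medium, 10% FBS; Benchmarks: positive tunicamycin 10 µg/mL, negative DMSO alone.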
# Numbers without * were called inactive.
SMILES,APJ ag,XBP1 UPR activ,Jurkat NFkB inh,APJ antag,697 NFkB inh,Mdm2 MdmX PPI,tim23-1 inh,UPR CHOP act
COc1ccccc1-n1nnnc1SCC(=O)NCC1CCCO1 (stereo not given),-5.3,-1.7,10.6,3.4,15.1,9.6,-11.9,0.3
COc1ccc(C(=O)N2CCC(C(=O)NCc3ccccn3)CC2)cc1,-3.9,-1.2,15.5,15.6,10.7,17.1,-9.0,-1.1
O=Cc1ccc(OCC(=O)Nc2ccccc2C(F)(F)F)cc1,2.3,2.1,-9.0,14.3,3.2,11.1,13.2,0.7
CC(C)Cc1nc(SCC(=O)N2CCCCC2)c2c(=O)n(C)c(=O)n(C)c2n1,2.4,-2.6,-1.3,16.7,-18.5,7.9,29.0,-0.6
COC(=O)/C(C#N)=C1/C=Cc2ccccc2N1,1.4,3.2,-39.1,0.0,-19.5,-1.1,-56.3,0.6
CCc1ccc(NC(=O)c2cnn3c(C(F)F)cc(C)nc23)cc1,-2.0,1.6,-18.5,-3.3,-16.6,9.1,4.2,-0.2
COc1ccc(N(C(=O)c2ccco2)C(C(=O)NC2CCCC2)c2cccs2)c(OC)c1 (stereo not given),-3.3,-1.2,5.6,19.7,2.1,16.0,18.4,3.0
CC(C(=O)NCC1CCCO1)N(C(=O)c1snc(C(N)=O)c1N)c1ccccc1 (stereo not given),-0.3,2.5,-2.5,3.5,-6.3,-0.1,2.2,4.7
Cc1cc(N2CCC(C(=O)NC3CCCCC3)CC2)nc(-c2ccccc2)n1,-0.3,0.7,-10.6,-18.3,-25.1,11.1,-7.5,-0.6
Cc1ccc(S(=O)(=O)NC(=O)Nc2cc(C(C)(C)C)on2)cc1,4.5,-0.8,3.3,-12.1,11.6,-15.8,22.6,1.3
O=C(CCSc1ccccc1)N1CCN(C(=O)c2ccco2)CC1,3.9,0.4,-9.3,-4.3,-37.6,-33.8,20.1,-0.1
O=[N+]([O-])c1cccc2cn[nH]c12,-1.8,-8.9,-19.4,8.9,-4.0,3.6,-7.9,-2.5
NS(=O)(=O)c1ccc(NC(=O)COC(=O)CCc2c[nH]c3ccccc23)cc1,-3.1,7.9,-1.7,-2.6,-0.1,-5.2,-0.4,-1.9
O=Cc1c[nH]c2ncccc12,-3.4,-8.4,-20.6,-10.8,9.8,8.6,-9.8,-0.2
CC(NC(=O)c1ccccc1Cl)C(=O)NCc1cccs1 (stereo not given),-4.0,0.1,-42.2,-16.0,-35.9,7.3,15.8,-0.7
Cc1ccccc1/C=C1\CCCc2ccccc2C1=O,-1.6,0.8,-130.8,0.2,-171.7,-242.1,-5.9,3.5
Cc1cc(N/N=C/c2c[nH]c3ccccc23)c2ccccc2n1,0.1,-2.4,-2.8,-9.7,17.7,-37.3,39.2,-0.1
Cc1cnc(C(=O)OC(C)C(=O)Nc2ccccc2-c2ccccc2)cn1 (stereo not given),-0.4,0.1,-1.6,15.1,0.7,15.3,3.5,1.3
OCCC1CN(Cc2ccc3ncccc3c2)CCN1Cc1ccccc1 (stereo not given),1.7,-1.0,-4.1,-4.1,15.0,8.0,-23.8,0.5
O=C(/C=C\Nc1ccc2c(c1)OCO2)c1cccs1,-1.6,-7.2,-144.1,8.0,-3.7,-172.6,47.8,-4.3
CC(C)OC(=O)c1c2c(n3ccccc13)C(=O)c1ccccc1C2=O,2.0,3.2,-3.1,5.3,-1.8,37.3,12.7,-2.0
CC(=O)Nc1ccc(NC(=O)CSc2nccn2Cc2ccco2)cc1,-3.8,-0.3,-1.9,-5.4,2.1,38.2,15.5,2.8
O=C(CSc1nc2ccccc2c(=O)n1-c1ccccc1)NCc1ccc2c(c1)OCO2,-1.0,-2.7,-4.0,2.4,-9.3,9.6,24.8,-1.5
COc1ccccc1N(CC(=O)Nc1cccnc1)S(C)(=O)=O,-5.2,-6.3,-6.6,9.8,-9.0,-1.8,9.6,-1.6
CC1=CC(c2ccc(Cl)cc2)n2nc(NC(=O)CCC(=O)O)nc2N1 (stereo not given),-2.8,-1.4,0.3,16.0,21.2,24.2,6.6,-1.0
SMILES,APJ ag,XBP1 UPR activ,Jurkat NFkB inh,APJ antag,697 NFkB inh,Mdm2 MdmX PPI,tim23-1 inh,UPR CHOP act
Cc1ccccc1CS(=O)(=O)CCC(=O)O,-3.0,-3.4,-5.1,2.2,12.8,11.3,-0.9,-0.9
CCN(CC(=O)Nc1ccccc1C(F)(F)F)C(=O)c1cc(S(=O)(=O)N2CCCCCC2)ccc1OC,-6.2,-3.1,-2.6,13.7,-5.8,-15.7,21.3,-0.7
CCCCNC(=O)c1ccccc1Cl,-2.5,-2.3,-14.1,6.3,4.1,-5.1,-4.5,0.2
Cc1ccc(C(=O)Nc2cccc(C(F)(F)F)c2)cc1NC(=O)c1nccnc1N,-4.9,3.0,1.1,-1.4,23.2,30.0,-4.2,-1.8
CC1=NOC(=O)/C1=C/c1ccc(N(C)C)cc1,2.8,1.8,-3.3,17.8,13.0,9.7,28.3,0.3
Cc1ccc(N/N=C2\COC(C)(C)CC2=O)cc1,-3.4,8.1,-75.1,0.1,-72.7,-50.2,-0.6,4.3
CN1CCN(NC(=O)c2cccc3ccccc23)CC1,-0.6,-1.8,0.3,3.3,4.9,-3.0,-13.1,-0.3
Nc1nnc(/C=C/c2cccc([N+](=O)[O-])c2)s1,5.4,-1.7,-7.4,-18.2,-8.0,-14.7,26.1,2.4
COc1ccc(N2C(=O)C(=O)/C(=C(/O)c3ccc(C)cc3)C2c2cccnc2)cc1 (stereo not given),-5.0,-2.4,-1.0,17.5,9.2,17.9,-8.0,3.2
CCCNC(=O)C(Cc1ccc(C(F)(F)F)cc1)NC(=O)c1ccc2ccccc2n1 (stereo not given),-4.0,-1.9,3.6,-2.0,-3.2,14.7,20.8,0.5
CC(C)Cc1ccc(C2=CSC3=NCCN23)cc1,-1.3,-0.7,-13.2,3.0,-49.3,16.3,-30.2,0.9
CCc1cc(C(=O)N2CCN(C(=O)c3ccccc3)CC2)sc1C,-1.1,-1.8,9.4,21.1,16.3,-28.3,15.7,0.6
CSC1=NCCN1C(=O)Cc1ccc(F)cc1,-0.5,-1.1,-7.5,14.2,-0.4,10.6,-13.4,1.6
CSCCCNC(=S)N(C)CC(=O)Nc1ccc(C)cc1,-4.7,-3.1,1.5,11.0,3.5,-12.1,-0.4,-1.0
CCN(CC)CCNc1ncnc2c1sc1nc(N3CCOCC3)c3c(c12)CC(C)(C)SC3,-2.0,6.4,16.8,-1.4,-25.8,63.5*,7.1,0.7
CCOc1ccc(-n2cc(C(=O)N3CCCCCC3)c3cc(OC)c(OC)cc3c2=O)cc1,4.2,-2.6,16.7,-10.3,12.4,-18.8,15.8,-2.2
CON(C)C(=O)c1ccccc1N(C)C(=O)OC(C)(C)C,-1.5,0.2,-6.7,-0.8,7.1,-18.7,14.0,1.3
C=C1SC(Nc2c(C)cccc2C)=NC12CCCCC2,-3.5,-1.9,4.0,6.5,-5.6,10.3,50.2*,0.4
CCOC(=O)/C=C/S(=O)(=O)c1ccc(NC(C)=O)cc1,0.2,-7.8,52.7*,44.1*,19.6,68.3*,-18.5,-11.6
OC(c1nc2ccccc2[nH]1)C(O)C(O)C(O)c1nc2ccccc2[nH]1 (stereo not given),3.8,0.6,-7.2,4.3,-2.5,-13.8,-8.5,1.6
CC[n+]1ccc(/C=C2\Sc3ccccc3N2CCCS(=O)(=O)[O-])c2ccccc21,-5.1,0.2,-4.3,6.6,14.5,4.7,-3.1,-0.7
Cn1c(=O)n(C)c(=O)n(CC(=O)N2CCCCC2)c1=O,2.2,-0.6,5.9,11.1,12.5,1.1,5.2,-0.1
CC(Nc1nc(-c2ccc(Cl)cc2)cs1)c1nc2cc(Cl)c(N3CCCCC3)cc2n1CCOCCO (stereo not given),-3.2,-4.5,-0.9,-5.0,11.3,51.1*,32.3,0.0
COc1ccc(N2CCN(C(=O)CCC(=O)N3CCOc4ccc(C)cc43)CC2)cc1,-0.7,0.2,-1.3,15.7,-6.9,15.6,18.3,1.1
CCN1CCCC1CN(Cc1cc2ccc(C)cc2[nH]c1=O)C(=S)Nc1ccc(F)cc1 (stereo not given),-2.2,2.4,14.1,12.0,6.0,60.0*,42.3,1.1

# Sorted by the number under 697 NFkB inh (rising): three from the list above.
SMILES | APJ ag | XBP1 UPR activ | Jurkat NFkB inh | APJ antag | 697 NFkB inh | Mdm2 MdmX PPI
CCN(CC(=O)Nc1ccccc1C(F)(F)F)C(=O)c1cc(S(=O)(=O)N2CCCCCC2)ccc1OC | -6.2 | -3.1 | -2.6 | 13.7 | -5.8 | -15.7
CCOc1ccc(-n2cc(C(=O)N3CCCCCC3)c3cc(OC)c(OC)cc3c2=O)cc1 | 4.2 | -2.6 | 16.7 | -10.3 | 12.4 | -18.8
Cc1ccccc1CS(=O)(=O)CCC(=O)O | -3.0 | -3.4 | -5.1 | 2.2 | 12.8 | 11.3

# More records follow:
SMILES,APJ ag,XBP1 UPR activ,Jurkat NFkB inh,APJ antag,697 NFkB inh,Mdm2 MdmX PPI,tim23-1 inh,UPR CHOP act
CCN(C(=O)COc1cccc(-n2cnnn2)c1)C1CCS(=O)(=O)C1 (stereo not given),-1.4,-1.5,-5.5,5.9,7.3,-1.7,5.5,-0.8
CCC(=O)c1ccc(OCC(=O)NC2(C#N)CCCCC2)cc1,-2.7,-5.0,-11.0,-19.7,14.9,25.2,9.6,0.1
Cc1cc(=O)oc2cc(O[C@@H]3O[C@H](CO)[C@@H](O)[C@H](O)[C@H]3O)ccc12,-3.2,-5.7,-5.7,8.6,10.8,-19.3,12.7,-0.5
Cc1ccc2[nH]c(=O)c3cc(C(=O)NCCC(C)C)sc3c2c1,1.9,3.9,7.4,10.4,7.6,28.9,6.8,0.3
CC(=O)c1ccc(OC(=O)c2ccc(-n3nc(C)cc3C)cc2)cc1,-1.9,7.2,-9.0,-34.1,-5.1,-2.7,-21.0,2.8
CN1CCN(CCNC(=O)Nc2ccccc2C(F)(F)F)CC1,2.4,-1.7,-19.1,-13.7,-37.8,-22.2,5.3,-1.7
C[C@H](CO)N1C[C@H](C)[C@@H](CN(C)C(=O)Nc2ccc3c(c2)OCO3)Oc2ccc(NS(=O)(=O)c3ccccc3)cc2C1=O,-2.8,-3.6,11.9,7.1,11.5,-12.7,3.1,0.6
N#C/C(C(=O)NCc1ccccc1)=C1/N=C(NC(=O)c2ccco2)c2ccccc21,-2.1,3.1,-15.0,-3.0,2.0,65.3*,37.6,-0.4
COc1cc(C(=O)Oc2ccc(Br)cc2C(=S)N2CCOCC2)cc(OC)c1OC,-2.1,-5.3,10.1,19.4,14.0,30.2,39.0,0.3
Cn1c(N)c(C(=O)COC(=O)/C=C/c2ccc(OC(F)F)cc2)c(=O)n(C)c1=O,0.0,-0.2,6.1,20.1,-11.6,26.1,-12.0,-0.1
CCCCn1c(N)c(N(CC(C)C)C(=O)C2CCN(S(=O)(=O)c3ccc(C)c(C)c3)CC2)c(=O)[nH]c1=O,-1.9,-6.2,10.8,6.5,18.7,13.6,7.9,0.5
CCCCN(C(=O)C(C)Oc1ccc(Cl)cc1)c1c(N)n(CCCC)c(=O)[nH]c1=O (stereo not given),-5.0,-1.8,8.2,-0.7,16.2,30.6,5.5,-1.5

# Compound activity: PubChem BioAssay, Sanford-Burnham Center for Chemical Genomics
